SNCA expr inhib: Primary qHTS assay for inhibitors of alpha-synuclein gene (SNCA) expression | actives 0.17% (n = 140,000) | Potency, µM (titrated, usually from 57.2 µM), for inactives: at the top dose activity change, negative = inhibition, actives largely listed as inhibitors | HEK-293 SNCA-luciferase knock-in, luminescence, 24 h;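 further: potency means the concentration at half of the fitted maximal effect; plate controls were DMSO cells for no effect and cell-free wells for full effect; nearly all actives have a fitted effect of over 45% in size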
IP6K1 inh: Primary qHTS assay for small molecule inhibitors of Inositol hexaphosphate kinase 1 (IP6K1) | actives 0.81% (n = 140,000) | activity change, % (series mostly up to about 58 µM) | AID 1645851, 2021 | IP6K1 kinase, ADP-Glo luminescence, 2 h; stronger effect = lower value; in the data active means activity change below about -25%
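ADP-Glo luminescence measures ADP made by human IP6K1 during a 2 h RT reaction with ATP/IP6 (mix at 1.3 mM/130 uM); top library doses 57.5 and 19.1 uM final.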
HEK cytotox: Cytotoxic Profiling in HEK 293 Cell Line of Diverse Libraries Using Quantitative High-Throughput Screening; HEK 293 viability, ATP luminescence (CellTiter-Glo), 48-72 h; Potency, µM (doses to about 115 µM), for the others: at the highest dose activity change, negative = cytotoxicity, hits mostly inhibitors; actives 6.6% (n = 94,000); AID 1345083, 2018; further: potency means the concentration at half of the fitted maximal effect; nearly all actives have a fitted effect of over 60% in size
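Read-out: CellTiter-Glo ATP luminescence. Cells: HEK 293, 250 cells/well. Exposure: 48 or 72 hr, 37 degree Celsius.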
HEK293 viab: GF-AFC viability counterscreen for inhibitors of alpha-synuclein gene (SNCA) expression; HEK-293-SNCA-luc viability, GF-AFC fluorescence, 24 h; Potency, µM (doses to about 57.1 µM), for the others: at the top dose activity change, negative = cytotoxicity, actives largely listed as cytotoxic; actives 0.12% (n = 150,000);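 further: potency means the concentration at half of the fitted maximal effect; 0% = DMSO-treated cells and -100% = medium-only wells without cells; nearly all actives have a fitted effect of over 30% in size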
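HEK-293-SNCA-luc cells (1500/well) plated 24 h, then exposed 24 h to a dilution series; GF-AFC added 30 min at 37C, fluorescence 405/540 nm; normalised to medium-only and DMSO wells, Hill fit.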
Luciferase inh: Firefly luciferase inhibition profiling of diverse chemical library using quantitative high-throughput screening; actives 2.5% (n = 76,000); Potency, µM (titrated, usually from 115 µM), inactives show at the highest dose activity change, negative = inhibition, most hits filed as inhibitors; purified P. pyralis luciferase, luminescence, biochemical; further: potency means the concentration at half of the fitted maximal effect; nearly all actives have a fitted effect of over 65% in size
Target sequence (P08659 whole entry, looked up): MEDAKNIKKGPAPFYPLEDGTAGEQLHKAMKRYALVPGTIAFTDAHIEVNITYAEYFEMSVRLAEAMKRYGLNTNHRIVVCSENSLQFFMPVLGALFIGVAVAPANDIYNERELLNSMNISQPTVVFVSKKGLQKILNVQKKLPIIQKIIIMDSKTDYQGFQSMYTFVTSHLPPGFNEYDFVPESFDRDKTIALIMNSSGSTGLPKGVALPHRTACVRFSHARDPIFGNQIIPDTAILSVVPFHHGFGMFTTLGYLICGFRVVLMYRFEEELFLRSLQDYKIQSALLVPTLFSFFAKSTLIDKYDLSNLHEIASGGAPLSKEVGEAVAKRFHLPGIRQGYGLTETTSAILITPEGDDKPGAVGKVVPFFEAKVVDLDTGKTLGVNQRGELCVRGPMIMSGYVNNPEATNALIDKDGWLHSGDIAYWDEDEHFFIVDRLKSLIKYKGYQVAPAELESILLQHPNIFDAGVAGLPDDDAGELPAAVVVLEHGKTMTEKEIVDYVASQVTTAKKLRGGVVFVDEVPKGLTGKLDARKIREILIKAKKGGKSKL
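Biochemical qHTS: compound (6-point titration) added to 10uM D-luciferin plus 10uM ATP in Tris acetate pH 7.5 buffer with Mg, Tween-20 and BSA, then purified enzyme at 10nM; light output imaged.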
GPT2 inhibitor: Primary qHTS assay for inhibitors of Glutamate pyruvate transaminase 2 (GPT2). Alanine aminotransferase 2 (Homo sapiens), Q8TD30. Recombinant GPT2, coupled pyruvate oxidase/HRP Amplex Red fluorescence. Potency, µM (titrated, usually from 57.7 µM), inactives show at the top dose activity change, negative = inhibition, hits mostly inhibitors. actives 0.25% (n = 100,000); further: potency means the concentration at half of the fitted maximal effect; nearly all actives have a fitted effect of over 60% in size; many of its hits are not listed in these tables
Target sequence (Q8TD30 whole entry, looked up): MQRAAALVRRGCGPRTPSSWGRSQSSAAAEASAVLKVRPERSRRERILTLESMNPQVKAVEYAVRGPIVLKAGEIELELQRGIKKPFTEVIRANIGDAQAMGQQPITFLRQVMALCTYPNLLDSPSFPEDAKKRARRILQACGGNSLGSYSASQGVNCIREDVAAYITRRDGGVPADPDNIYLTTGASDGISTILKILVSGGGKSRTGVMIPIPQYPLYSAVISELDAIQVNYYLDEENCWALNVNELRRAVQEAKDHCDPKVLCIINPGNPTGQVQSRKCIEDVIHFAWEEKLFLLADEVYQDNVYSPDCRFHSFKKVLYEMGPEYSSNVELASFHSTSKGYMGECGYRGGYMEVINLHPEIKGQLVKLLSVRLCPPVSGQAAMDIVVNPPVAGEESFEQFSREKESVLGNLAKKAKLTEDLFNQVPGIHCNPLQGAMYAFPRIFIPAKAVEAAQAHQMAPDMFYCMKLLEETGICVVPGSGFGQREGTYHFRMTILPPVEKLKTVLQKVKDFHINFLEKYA
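Inhibition is scored from Amplex Red fluorescence generated when pyruvate oxidase and HRP act on pyruvate released by GPT2. Reactions contain 10ng/uL enzyme, 250uM a-KG and 2mM L-alanine and run 30 min at room temperature.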
NIH3T3 tox: Cytotoxic Profiling in NIH 3T3 Cell Line of Diverse Libraries Using Quantitative High-Throughput Screening. NIH 3T3 viability, CellTiter-Glo ATP luminescence, 48-72 h. Potency, µM (series often up to 96.7 µM), for inactives: top-dose activity change, negative = cytotoxicity, hits mostly inhibitors. actives 4.3% (n = 94,000). AID 1345082, 2018; further: potency means the concentration at half of the fitted maximal effect; nearly all actives have a fitted effect of over 55% in size
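Viability of NIH 3T3 cells after 48 or 72 hr compound treatment at 37 °C was assessed by CellTiter-Glo, with luminescence imaged following a 10 min room-temperature step.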
The depositor's hits bear a star; i = inactive; ? = inconclusive; / = not tested or not shown; [ ] = another dose, or the depositor's remark. Unless noted, the call rests on the fitted dose curve; in most records, active means well fitted curve in the direction sought with a large enough effect; inconclusive means small, poorly fitted or top-dose-only effect, or another doubt; inactive means no such curve, though single readings can be large; an effect the other way counts as inactive or inconclusive. Unless noted, on the % scale 0 is the no-effect control and ±100 the full control effect. An excerpt. The share of hits here may be higher or lower than overall.

SMILES | SNCA expr inhib | IP6K1 inh | HEK cytotox | HEK293 viab | Luciferase inh | GPT2 inhibitor | NIH3T3 tox
COC(=O)c1ccccc1NC(=O)N1CCC(n2c(C)nc3cccnc32)CC1 | -17% | 3 | / | -16% | / | / | /
CC[C@H]1CN(C(=O)C2CC2)CC[C@H]1CC(=O)NCc1cccnc1 | -17%[87.6 µM] | 4 | 2%[172 µM] | 2%[87.6 µM] | -4%[172 µM] | -37%[88.5 µM] | -1%[174 µM]
Cc1ccccc1NC(=O)CC(NCc1cccnc1)C(=O)O (stereo not given) | 12% | 15 | / | -1% | / | / | /
O=C(c1ccc2ccccc2n1)N1CCC(c2nc(CCOCC3CC3)no2)C1 (stereo not given) | -18% | 5 | -7% | -5% | / | -1% | -23%
Cc1ccc(CNC(=O)c2cc3c(s2)-c2ccc(Cl)cc2SC3)cc1 | -14% | -8 | / | -4% | / | / | /
CC(C)OCCCNC(=O)Cn1nc2c(cc1=O)CCCCC2 | -14% | 5 | 2% | 8% | 1% | i | i
CCS(=O)(=O)N1CCC(Cc2nncn2C)C1 (stereo not given) | -2% | 10 | 0% | 7% | 6% | i | -1%
CCNC(=O)N1CCOc2ccc(CN3CCOCC3)cc2C1 | -9% | -2 | -3% | 5% | 2% | i | -14%
COc1ccc(OC)c(NC(=O)C(CCSC)NS(=O)(=O)c2cccs2)c1 (stereo not given) | 22% | 10 | / | -5% | / | / | /
Cc1ccc(C(=O)NCC(=O)OCc2cc(=O)n3c(C)csc3n2)cc1 | -6% | -2 | / | -1% | / | / | /
COc1ccccc1C(=O)N1CCC2(CC1)NC(=O)c1ccccc1O2 | -16% | 10 | 1% | -2% | 0% | i | -18%
Cc1cccc(C(=O)N2c3nc(-c4ccco4)nn3C3(CCCCC3)[C@@H]3CCCC[C@@H]32)c1 | 1% | 22 | / | ? | / | / | /
CCn1c(C(=O)NCc2ccc(F)cc2)cc2oc3ccccc3c21 | 9% | -7 | / | 2% | / | / | /
CNC(=O)[C@@H]1CN(C(=O)c2cc3cc(OC)ccc3[nH]2)C[C@H]1COC | -8% | 7 | 2% | -1% | -15% | i | -7%
CC1=C[C@@H](CNC(=O)c2cncnc2)[C@H](C(C)C)C[C@H]1CC(=O)N(C)Cc1ccccc1 | 8%[87.6 µM] | -1 | ? | ? | -7%[172 µM] | -5%[88.5 µM] | ?
Cc1cccc(OCCCn2c(CCNC(=O)C3CCCCC3)nc3ccccc32)c1 | -28% | 14 | / | ? | / | / | /
CN(Cc1ccccc1)Cc1cn(C[C@H]2O[C@@H](CC(=O)N3CCCC3)[C@H](O)[C@@H]2O)nn1 | 17%[87.6 µM] | 5 | -1%[172 µM] | 3%[87.6 µM] | 2%[172 µM] | -7%[88.5 µM] | -4%[174 µM]
O=C(c1ccc2c(c1)N(Cc1ccc(F)cc1)C(=O)c1ccccc1S2=O)N1CCOCC1 (stereo not given) | -7% | 14 | / | -8% | / | / | /
COc1ccccc1-n1c(=O)c(C(=O)N2CCN(C(=O)c3ccc(C(F)(F)F)cc3)CC2)nc2cccnc21 | -10% | 2 | 5% | 1% | / | -2% | -6%
O=C(NC1CCN(C(=O)c2ccc(-c3cncnc3)cc2)CC1)c1ccccn1 | 5% | -2 | -13% | 1%[12.5 µM] | / | 4% | -24%
CCc1ccc(NC(=O)CSc2nnc(-c3cc4occc4n3C)n2-c2ccccc2C)cc1 | -6% | 16 | / | 0% | / | / | /
CCN(C1CCOCC1)C1CN(C(=O)c2nccn2C)C1 | -27% | -8 | -22% | -1% | 5% | 4% | ?
Cc1ccc(CN2CC3(COCC2=O)CN(c2ccccc2)C3)cc1C | -4%[87.6 µM] | 6 | ? | 1%[87.6 µM] | -8%[172 µM] | 1%[88.5 µM] | ?
Cc1n[nH]c(C)c1Cc1ccc(C(=O)N2CCC(CCOc3ccc(F)cc3)C2)o1 (stereo not given) | ? | 21 | 22µM* | ? | 15% | i | 35µM*
COc1ccc2nc3n(c2c1)[C@@H](CNCc1ccc(C#N)cc1)COC3 | 3%[87.6 µM] | -3 | ? | -18%[87.6 µM] | -10%[172 µM] | -22%[88.5 µM] | ?
SMILES | SNCA expr inhib | IP6K1 inh | HEK cytotox | HEK293 viab | Luciferase inh | GPT2 inhibitor | NIH3T3 tox
C=CCNC(=O)N1CCOC(CN(CC(C)C)C(=O)c2ccc(C)cc2)C1 (stereo not given) | 3% | -1 | -10% | -9% | 4% | i | -25%
O=C(Nc1cccc(F)c1)[C@@H](c1ccccc1)N1Cc2ccccc2C1=O | 0% | -14 | / | -5% | / | / | /
CCOc1cc(=O)n2c(c1C(=O)Nc1cc(Cl)ccc1Cl)CCCC2 | -12% | -3 | -63% | -16% | 6% | -15% | ?
COc1ccc(-c2ccc(NS(=O)(=O)c3cc(C)c(C)cc3C)cc2)nn1 | ? | -9 | / | -1% | / | / | /
COc1ccc(CNC(=O)c2ccc(NC(=O)N3CCSc4ncccc43)cc2)c(OC)c1 | 8% | 17 | / | 4% | / | / | /
CCc1ccc2nc(C)cc(C(=O)N3CCN(c4ccccc4)C(=O)C3)c2c1 | -10% | 6 | -13% | 11% | -6% | ? | -16%
COc1ccc(C(=O)N[C@@H]2CCC[C@@H]2C(=O)N(C)C)cc1 | -14% | -1 | 0% | -1% | -9% | i | -5%
Cc1cccc(-c2cc(NC(=O)C(C)(C)C)n(-c3ccccc3)n2)c1 | 46%[activator] | -5 | / | -8% | / | / | /
COc1cccc(Nc2ccnc(-c3nnc(C)n3C3CCCCC3)c2)c1 | -11%[87.6 µM] | 4 | 71µM* | -21%[87.6 µM] | 0%[172 µM] | -6%[88.5 µM] | 89µM*
O=C(NCc1ccco1)Nc1cccc(-c2ccc(N3CCCC3)nn2)c1 | -13% | 5 | ? | -6% | 7.1µM* | ? | ?
COc1ccc2[nH]c3c(c2c1)CCNC31CCN(C(=O)CNC(C)=O)CC1 | -7% | 0 | -7% | 2%[12.5 µM] | -13% | 3% | -12%
O=C(Nc1ccc2c(c1)CN(Cc1ccccc1F)C(=O)CO2)c1ccc(Cl)cc1 | -5% | 28 | 40µM* | -15% | ? | i | ?
O=C(NCC1CCCN(C(=O)c2ccc3[nH]ccc3c2)C1)c1ccc(-c2ccccc2)cc1 (stereo not given) | -26% | 9 | 18µM* | -21% | ? | -4% | ?
COc1ccc(CNC(=O)c2nnn3c2CN(Cc2cccc(Cl)c2)C(=O)CC3)cc1OC | 6% | -12 | -26% | 8% | -8% | 0% | ?
CCC[C@H]1C[C@H](C(=O)N[C@@H]([C@@H]2O[C@@H](SC)[C@@H](O)[C@@H](O)[C@@H]2O)[C@H](C)Cl)N(C)C1 | -4% | 18 | / | 1% | / | i | /
N#Cc1ccc(C(=O)N2CCCCCCNC(=O)[C@@H]3C[C@@H](c4nc(-c5cccnc5)no4)C[C@@H]32)cc1 | -6% | 0 | -19% | 0% | -8% | i | -17%
CCC(=O)N1CCN(c2nc3c(s2)CC(C(=O)NC2CCCCCC2)CC3)CC1 (stereo not given) | 3% | 26 | ? | -4% | -4% | 3% | ?
O=C(NC1CCN(C(=O)N2CC3CC(C2)[C@H]2CCCC(=O)N2C3)CC1)c1ccccc1 (stereo not given in full) | -4% | 2 | 3% | 9% | 2% | i | -5%
Cn1ncc2c(C(=O)NCC(F)F)cc(-c3ccc(C(F)(F)F)cc3)nc21 | / | -5 | ? | / | / | / | ?
CN1Cc2ccc(CN(C)C(=O)C3CCN(Cc4ccco4)CC3)cc2C1 | -15% | -2 | -5% | 0% | -1% | 5% | -20%
CCC(=O)Nc1cc(-c2cn3cccnc3n2)ccc1OC | 27% | 15 | / | 2% | / | / | /
O=C(O)c1cc(-c2ccccc2)nn1Cc1ccccc1 | 40%[activator] | -12 | / | -2% | / | / | /
COc1ccccc1NC(=O)C1=C(C)Nc2nnnn2C1c1ccc(C(F)(F)F)cc1 (stereo not given) | ? | 21 | / | 6% | / | / | /
Cc1noc(C)c1CC(=O)N1CCC(c2noc(-c3cnccn3)n2)C1 (stereo not given) | 16% | 5 | 1% | 5% | -6% | i | i

Laid out differently: results already given
CCC[C@H]1C[C@H](C(=O)N[C@@H]([C@@H]2O[C@@H](SC)[C@@H](O)[C@@H](O)[C@@H]2O)[C@H](C)Cl)N(C)C1
  SNCA expr inhib: -4%; IP6K1 inh: 18; HEK cytotox: /; HEK293 viab: 1%; Luciferase inh: /; GPT2 inhibitor: i; NIH3T3 tox: /

N#Cc1ccc(C(=O)N2CCCCCCNC(=O)[C@@H]3C[C@@H](c4nc(-c5cccnc5)no4)C[C@@H]32)cc1
  SNCA expr inhib: -6%; IP6K1 inh: 0; HEK cytotox: -19%; HEK293 viab: 0%; Luciferase inh: -8%; GPT2 inhibitor: i; NIH3T3 tox: -17%

Of the compounds above, these have sulfur.
SMILES | SNCA expr inhib | IP6K1 inh | HEK cytotox | HEK293 viab | Luciferase inh | GPT2 inhibitor | NIH3T3 tox
Cc1ccc(CNC(=O)c2cc3c(s2)-c2ccc(Cl)cc2SC3)cc1 | -14% | -8 | / | -4% | / | / | /
CCS(=O)(=O)N1CCC(Cc2nncn2C)C1 (stereo not given) | -2% | 10 | 0% | 7% | 6% | i | -1%
COc1ccc(OC)c(NC(=O)C(CCSC)NS(=O)(=O)c2cccs2)c1 (stereo not given) | 22% | 10 | / | -5% | / | / | /
Cc1ccc(C(=O)NCC(=O)OCc2cc(=O)n3c(C)csc3n2)cc1 | -6% | -2 | / | -1% | / | / | /
O=C(c1ccc2c(c1)N(Cc1ccc(F)cc1)C(=O)c1ccccc1S2=O)N1CCOCC1 (stereo not given) | -7% | 14 | / | -8% | / | / | /
CCc1ccc(NC(=O)CSc2nnc(-c3cc4occc4n3C)n2-c2ccccc2C)cc1 | -6% | 16 | / | 0% | / | / | /
COc1ccc(-c2ccc(NS(=O)(=O)c3cc(C)c(C)cc3C)cc2)nn1 | ? | -9 | / | -1% | / | / | /
COc1ccc(CNC(=O)c2ccc(NC(=O)N3CCSc4ncccc43)cc2)c(OC)c1 | 8% | 17 | / | 4% | / | / | /
CCC[C@H]1C[C@H](C(=O)N[C@@H]([C@@H]2O[C@@H](SC)[C@@H](O)[C@@H](O)[C@@H]2O)[C@H](C)Cl)N(C)C1 | -4% | 18 | / | 1% | / | i | /
CCC(=O)N1CCN(c2nc3c(s2)CC(C(=O)NC2CCCCCC2)CC3)CC1 (stereo not given) | 3% | 26 | ? | -4% | -4% | 3% | ?

From PubChem BioAssay
